From PubChem
TDP1 cell CPT: DT40-hTDP1 cell growth loss with CPT; Potency, µM (titrated, usually from 46.2 µM), inactives show top-dose activity change, negative = growth inhibition, hits mostly inhibitors; chicken DT40 Tdp1-/-;hTDP1 cells + 20 nM CPT, ATP luminescence, 48 h; AID 686979; 420,000 tested, 12% active; also: nearly all actives have a fitted effect of over 55% in size
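Chicken DT40 Tdp1-/- cells complemented with human TDP1, 400 cells/well, exposed to compounds plus 20 nM camptothecin for at least 48 h at 37 C; viability read as ATP content by CellTiter-Glo luminescence.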
DT40 TDP1 no CPT: qHTS for Inhibitors of human tyrosyl-DNA phosphodiesterase 1 (TDP1): qHTS in cells in absence of CPT; DT40 Tdp1-/- hTDP1 cells, no CPT, ATP luminescence, 48 h; Potency, µM (titrated, usually from 46.2 µM), inactives show at the highest dose activity change, negative = growth inhibition, most hits filed as inhibitors; 420,000 tested, 15% active; AID 686978, 2013; also: nearly all actives have a fitted effect of over 55% in size
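Seeded 400 DT40-hTDP1 cells/well (vehicle DMSO, no 20 nM CPT); pinned compounds; ≥48 hr at 37 °C; CellTiter-Glo luminescence as viability measure.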
TDP1 block: blocks human tyrosyl-DNA phosphodiesterase 1; Potency, µM (top dose mostly 130 µM), inactives show top-dose activity change, negative = inhibition, actives largely listed as inhibitors; recombinant TDP1, AlphaScreen DNA substrate cleavage; Q9NUW8; 350,000 tested, 0.28% active; also: nearly all actives have a fitted effect of over 40% in size
Target sequence (Q9NUW8 whole entry, looked up): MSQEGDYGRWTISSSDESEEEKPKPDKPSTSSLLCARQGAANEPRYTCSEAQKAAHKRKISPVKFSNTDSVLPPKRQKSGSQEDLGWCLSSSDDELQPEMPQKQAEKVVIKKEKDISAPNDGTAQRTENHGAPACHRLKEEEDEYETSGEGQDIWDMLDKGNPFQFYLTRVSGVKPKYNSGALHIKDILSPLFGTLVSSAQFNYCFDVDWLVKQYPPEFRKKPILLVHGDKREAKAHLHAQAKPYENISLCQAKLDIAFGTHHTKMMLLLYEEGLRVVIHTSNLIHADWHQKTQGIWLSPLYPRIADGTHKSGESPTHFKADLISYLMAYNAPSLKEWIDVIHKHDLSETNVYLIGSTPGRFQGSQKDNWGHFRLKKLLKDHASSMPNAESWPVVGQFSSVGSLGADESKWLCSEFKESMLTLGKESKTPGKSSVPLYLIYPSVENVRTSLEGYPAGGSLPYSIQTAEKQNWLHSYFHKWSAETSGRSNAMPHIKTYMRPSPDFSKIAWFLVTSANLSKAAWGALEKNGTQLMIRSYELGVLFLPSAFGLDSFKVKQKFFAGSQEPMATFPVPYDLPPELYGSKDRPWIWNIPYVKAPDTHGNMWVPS
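Signal: AlphaScreen proximity between streptavidin donor and anti-FITC acceptor beads on intact substrate. Reaction: Tdp1 1 nM, substrate 15 nM final, 5 min RT after 15 min compound preincubation.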
An asterisk follows results filed as active; u = inconclusive; x = no result given; [ ] = remark or other dose. Calls follow the shape of the dose curve; as a rule, active = well fitted curve in the direction sought with a large enough effect; inconclusive = small, poorly fitted or top-dose-only effect, or another doubt; inactive = no such curve, though single readings can be large; an effect the other way counts as inactive or inconclusive. % is scaled to controls: 0 for no effect and ±100 for the full control effect; potency is read from the fitted curve at half-maximal effect. Random draw from the library; any-hit rate near 18%.

SMILES | DT40 TDP1 no CPT | TDP1 block | TDP1 cell CPT
COc1ccc(C2Nc3ccc(NC(C)=O)cc3C(=O)N2Cc2ccccc2)cc1COc1ccc(NC(C)=O)cc1 (stereo not drawn) | 18µM* | -2% | u
COC(=O)c1ccc(N(CC(=O)NC2CCCC2)C(=O)CNC(=O)c2ccco2)cc1 | -8% | 3% | -10%
N=c1c2c(n(Cc3ccc(Cl)cc3)c3c1CCC3)CCC2 | 2.3µM* | 6% | 2.3µM*
O=C(CCc1nnc(CCCCc2ccccc2)o1)N(CCO)Cc1ccccc1 | u | -5% | u
CN(C1CCCCC1)S(=O)(=O)c1ccc(S(=O)(=O)N(CC(=O)Nc2ccccc2)C2CC2)cc1 | 23µM* | -9% | u
CCN(CC)CCN(C(=O)c1cc2c(ccc3ccccc32)oc1=O)c1nc2cc3c(cc2s1)OCCO3 | 21µM* | 1% | 18µM*
Cc1ccc(-n2nc(C(=O)N3CCN(c4cccc(C(F)(F)F)c4)CC3)c(=O)n(C)c2=O)cc1 | 18µM* | 11% | u
O=c1oc2ccc(Cl)cc2cc1-c1nc(-c2cccs2)no1 | -1% | 0% | -2%
Cc1ccc(C)c(N2CCN(S(=O)(=O)c3c(C)nc4sccn4c3=O)CC2)c1 | -1% | -8% | 8%
Cc1cccc(NC(=O)COc2cccc3c(=O)n(C)ccc23)c1C | 18µM* | 3% | 23µM*
CCN(CC)C(=O)Oc1cc(=O)n(C)c2ccccc12 | -6% | 4% | -20%
CC(C)(C)C(=O)Nc1sc(-c2ccccc2)cc1C(=O)O | u | 0% | u
CC1CCC(NC(=O)CN2C(=O)c3cccnc3Oc3ccc(Cl)cc32)CC1 (stereo not drawn) | -3% | 5% | -25%
COc1ccc(C2=Nc3ccc(F)cc3NC(c3cccc(C(F)(F)F)c3)=N2)cc1 | u | 0% | 23µM*
COCCNC(=O)CCn1c(=O)c2cc(OC)c(OC)cc2n(CC(=O)Nc2ccc(Cl)cc2F)c1=O | -15% | 9% | 7%
CCOC(=O)C1=CCN(S(=O)(=O)c2ccc(C)cc2)C1c1cccc(C)c1 (stereo not drawn) | 18µM* | x | u
Cc1ccc(CCNC(=O)CS(=O)Cc2nc(-c3ccccc3F)oc2C)cc1 (stereo not drawn) | -17% | 4% | u
CCOc1cc(/C=C/c2cc(C(=O)O)c3ccccc3n2)ccc1OC | -17% | -4% | 4%
Cc1ccc(N(CC(=O)N2CCN(c3ccccc3)CC2)S(=O)(=O)c2c(C)noc2C)cc1 | u | 0% | u
COc1cc(N=Nc2c(O)c3ccccc3[nH]c2=O)c(OC)cc1N=Nc1ccccc1 | 13µM* | 9% | u
COc1ccc(-c2cc(C(=O)NCCCN3CCOCC3)no2)cc1 | -21% | x | -5%
CCOc1ccc(C2NC(=O)c3ccccc3O2)cc1OC (stereo not drawn) | 2% | x | 1%
Cn1c(-c2cccc([N+](=O)[O-])c2)[n+](C)c2ccccc21 | 3.3µM* | 3% | 7.3µM*
O=C(CSC(=S)N1CCCC1)NCCc1ccccc1 | -28% | 1% | -2%
CCn1ccnc1CN1CCCC(C(=O)c2ccc3c4c(cccc24)CC3)C1 (stereo not drawn) | 4.6µM* | x | 7.3µM*
COc1cc(NS(=O)(=O)c2ccc(NC(=O)c3ccccc3C(=O)O)cc2)nc(OC)n1 | 5% | x | 10%
CC(C)(C)n1nnnc1CN1CCN(C(c2ccccc2)c2ccccc2)CC1 | 18µM* | 0% | u
NC(=S)NN=C(c1ccc(Br)cc1)C1CC1 | u | x | u
COc1ccc2c(CNCCc3ccco3)c(C(=O)O)n(Cc3ccccc3)c2c1 | u | 5% | 0%
COc1cc(S(=O)(=O)NCc2cccnc2)ccc1F | -16% | 5% | -26%

(further entries)
SMILES | DT40 TDP1 no CPT | TDP1 block | TDP1 cell CPT
O=C(CCn1c(=O)oc2ccccc21)Nc1ccon1 | -1% | 5% | -3%
Cc1oc(-c2cccc(Cl)c2)nc1CSc1nncn2c1cc1occc12 | -2% | 3% | 27%
CC(=O)C[C@H](O)CC(=O)[C@H]1OC(=O)CCCCCCCc2ccccc21 | 8% | -1% | 0%
CCOc1ccccc1NC(=O)CSC1=Nc2ccccc2C2=NC(CC(=O)NCc3ccc4c(c3)OCO4)C(=O)N12 (stereo not drawn) | 23µM* | -2% | u
CCc1nc(NCCCN2CCOCC2)c2oc3ccccc3c2n1 | u | 4% | u
O=C(c1ccc(Cl)cc1)C1CCN(Cc2ccccc2)CC1 | u | x | u
CC1=C(N2CCOCC2)CCC1=O | -2% | x | -7%
CCOC(=O)c1c(C)[nH]c(/C(C)=N/NC(=O)c2cccnc2)c1C | u | x | -22%
CC1OC(C(C)(C)C)CC2=C1C(=O)OC(C)(C)O2 (stereo not drawn) | -19% | x | -13%
CC(C)(C)NC(=O)c1ccnc(C(C)(C)C)c1 | 10% | -2% | 1%
COc1ccc2nc3sc(C(=O)N4CCN(c5ccc(F)cc5)CC4)cc3cc2c1 | -26% | -2%[12.3 µM] | 15%
CCN(CC(=O)Nc1ccccc1C(F)(F)F)C(=O)CCOc1ccccc1C | -54% | -8%[0.505 µM] | -36%
COc1ccc2nc3n(c(=O)c2c1)-c1ncccc1C(=O)NC3Cc1ccccc1 (stereo not drawn) | u | x | 12%
Cc1ccc(NS(=O)(=O)c2ccc(C(=O)NCCN3CCOCC3)cc2)cc1 | u | 1% | u
CCCCCOc1ccc(C(=O)NCC2(c3ccccc3)CCOCC2)cc1 | u | -4% | u
CCOC(=O)N1CCN(C(=O)COc2ccccc2[N+](=O)[O-])CC1 | -8% | 3% | -11%
CC(=O)N1CCN(C(=O)c2ccc(Cl)c(NC(=O)c3cccs3)c2)CC1 | 2% | x | -6%
O=C(Cn1cnc([N+](=O)[O-])n1)N/N=C/c1ccc(O)cc1O | 12µM* | 3% | u
CC12CN(Cc3ccccc3)CC(C)(CN(Cc3ccccc3)C1)C2=NO | u | -4% | 23µM*
O=[N+]([O-])c1cccc(CON=Cc2ccccc2O)c1 | u | x | -8%
Cc1ccc(-c2nnn3c2nc(NCc2ccc4c(c2)OCO4)c2ccccc23)cc1 | u | -6% | u
COCCn1c(SCC(=O)N2CCCCCC2)nnc1-c1ccco1 | 4% | x | -17%
Cc1ccc2c(c1)C(=O)N1[C@H]3c4cc(C)ccc4OC[C@@H]3[C@H](c3ccccc3)[C@]1(C)C(=O)N2 | 13µM* | 2% | 12µM*
O=C(OCc1cn([C@H]2CN(CC3CCCCC3)[C@@H](c3ccccc3)C[C@@H]2O)nn1)c1ccccc1 | u | x | u
CCC(CC)CN1C(Nc2ccccc2)=NC[C@@H]1CC(C)C | u | x | u
CC(C(=O)N1CCN(C2c3ccccc3-c3ccccc32)CC1)N1C(=O)c2ccccc2C1=O (stereo not drawn) | u | 1% | u
O=C(N/C(=C\c1ccc2c(c1)OCO2)C(=O)N1CCOCC1)c1ccccc1Br | -7% | 13% | -3%
CCOC(=O)N1CCC(Nc2c(Nc3cccc(CC)c3)c(=O)c2=O)CC1 | 18µM* | 1% | u
CNC(=O)COc1ccc2oc3c(c2c1)CCCC3 | -7% | 10% | 8%
CCNC(=O)CC1S/C(=N/N=C(\C)c2ccccc2)NC1=O (stereo not drawn) | -6% | 3% | u

Further compounds.
SMILES | DT40 TDP1 no CPT | TDP1 block | TDP1 cell CPT
O=C(NC1CC1)c1ccc(-n2cccc2)cc1 | u | 9% | -26%
CCn1c(C2CC(=O)N(c3ccc(C)c(C)c3)C2)nc2ccccc21 (stereo not drawn) | 18µM* | 0% | u
CCOC(=O)c1ccccc1NC(=O)CCc1c(C)nc2ncnn2c1C | 0% | 3% | 10%
COC(=O)c1cc(CNC(=O)Cc2ccsc2)ccc1OC | 2% | -12% | 3%
CCOC(=O)C1(C)CCCN(C(=O)c2c(F)cccc2F)C1 (stereo not drawn) | -9% | x | -14%
COc1ccc(C)cc1Nc1n[n+](-c2ccccc2)c(-c2ccc(NC(C)=O)cc2)s1 | -27% | x | u
CCC(=O)NC(=S)NNC(=O)c1ccc([N+](=O)[O-])cc1 | 18µM* | 3% | u
Cc1cc(C)cc(NC(=O)CN(C)S(=O)(=O)c2cccc3nsnc23)c1 | u | 8% | -25%
COc1cccc(/C=N/Nc2cc(-n3nc(C)cc3-c3ccccc3)ncn2)c1O | 0.65µM* | -2% | 0.82µM*
c1ccc(CN2CCC(N=C3NN=C(c4ccc5c(c4)OCCO5)CS3)CC2)cc1 | u | 3% | -26%
O=C(c1ccccc1Br)N1CCN(c2ncccn2)CC1 | -7% | x | -4%
COc1ccc(NC(=O)CSc2nc3ccccc3nc2N2CCOCC2)cc1 | -26% | x | -9%
Clc1cccc(-c2ccc(-c3nc4ccccn4c3NCc3ccccc3)cc2)c1 | 23µM* | 9% | 16µM*
COc1cc(OC)c2c(c1)C(=O)OC2c1cc(OC)c(OC)cc1C (stereo not drawn) | 11µM* | 0% | u
Cc1ccccc1N(C(=O)Cc1cccs1)C(C(=O)NC1CCCCC1)c1cn(C)nc1C (stereo not drawn) | u | 0% | -25%
CCOc1ccc(CCNC(=O)COC(=O)CNC(=O)c2ccc(Br)o2)cc1OCC | -11% | 2% | u
O=C(Nc1cccc2ncccc12)c1ccc(-c2ccc(Cl)cc2Cl)o1 | 21µM* | -2% | 21µM*
COc1cccc2c1Oc1ncccc1N(C(=O)CCC(=O)NCCC(C)C)C2 | -19% | 3% | -26%
CCCOc1cccc(C(=O)NC(=S)Nc2ccc(N3CCN(C)CC3)cc2)c1 | u | 11% | u
Cc1ccc(Sc2ccc(N3CCC(C(=O)Nc4cc(C)cc(C)c4)CC3)nn2)cc1 | -21% | 5% | -8%
O=C(NCCCNC(=O)c1ccco1)c1cccc(F)c1 | -1% | 1% | -11%
CC(C)(C)NC(=O)CC1C[C@H](C(=O)N2CCCCC2)[C@@]2(C)c3[nH]c4ccccc4c3CCN2C1=O (stereo partly drawn) | u | 3% | -28%
Cc1nnc(NC(=O)CCN2C(=O)C3CC=CCC3C2=O)s1 (stereo not drawn) | 8% | x | -8%
COc1ccc(Cl)cc1NC(=S)NNC(=O)c1cccs1 | 4% | 5% | -10%
O=C(N/N=C/c1ccoc1)c1ccccc1F | 17% | x | 9%
Cc1c(Br)cnn1C(C)C(=O)N1CCN(c2ccccc2F)CC1 (stereo not drawn) | u | 0%[56.1 µM] | u
CNC(=O)c1c(NC(=O)CCS(=O)(=O)c2ccc(Cl)cc2)sc2c1CCN(C(=O)OC)C2 | -19% | -8%[0.505 µM] | 3%
CCOC(=O)c1cnc2ccc(C(=O)OC)cc2c1NCCN1CCOCC1 | -18% | 2% | u
CC(C)n1c(N2CCN(C(=O)Nc3ccc(F)cc3F)CC2)nc2ccccc21 | -9% | 6% | -7%
CCOC(=O)[C@H]1[C@H]2COc3ccccc3[C@@H]2N2C(=O)c3cc(Cl)ccc3NC(=O)[C@@]12C | u | 0% | u

The listing continues:
SMILES | DT40 TDP1 no CPT | TDP1 block | TDP1 cell CPT
CCOC(=O)C(NC(=O)NCc1ccccc1)(OCC)C(F)(F)F (stereo not drawn) | 23µM* | -3% | u
Nn1c(SCC(=O)N2CCCCCC2)nnc1-c1ccco1 | 11% | 1% | 5%
CCOc1ccc(Nc2cc(Nc3ccccc3OCC)nc(C=C(C#N)C#N)n2)cc1 | -1% | 8% | 6%
COc1ccccc1CNS(=O)(=O)CC12CCC(CC1=O)C2(C)C (stereo not drawn) | 4% | -4% | -2%
O=C(NCCS(=O)c1ccc(Cl)cc1)c1cccc(Cl)c1 (stereo not drawn) | 1% | 0% | 2%
CC(C)(/C=N/O)/[N+]([O-])=C/c1ccccc1 | -9% | x | -14%
CCOc1ccccc1NC(=S)NC(=O)CCc1ccccc1 | u | x | u
O=C(C1=C[C@H](c2ccccc2)C[C@H](OCCCCO)O1)N1CCN(Cc2ccc3c(c2)OCO3)CC1 | -34% | 4% | u

Some of these compounds in order of heavy-atom count, lowest first:
SMILES | DT40 TDP1 no CPT | TDP1 block | TDP1 cell CPT
CC(C)(/C=N/O)/[N+]([O-])=C/c1ccccc1 | -9% | x | -14%
O=C(NCCS(=O)c1ccc(Cl)cc1)c1cccc(Cl)c1 (stereo not drawn) | 1% | 0% | 2%
Nn1c(SCC(=O)N2CCCCCC2)nnc1-c1ccco1 | 11% | 1% | 5%
CCOc1ccccc1NC(=S)NC(=O)CCc1ccccc1 | u | x | u
CCOC(=O)C(NC(=O)NCc1ccccc1)(OCC)C(F)(F)F (stereo not drawn) | 23µM* | -3% | u
CCOc1ccc(Nc2cc(Nc3ccccc3OCC)nc(C=C(C#N)C#N)n2)cc1 | -1% | 8% | 6%
